# Bioassay records deposited in PubChem BioAssay by several laboratories.
# T cell HTS: T cell immune modulation candidate | 2C CD8+ T cell-vesicle binding, flow cytometry; active compounds read low | calls only at 7 µM | 0.068% of 330,000 active | AID 2052;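 active = response, share of CD8 T cells binding vesicles, and their 90th percentile fluorescence all below set limits, cut at about 80% in these data, passing the limit was not always enough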
#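 material = purified 2C TCR transgenic mouse naive CD8+ T cells | controls = Unloaded micro-vesicles (low), QL9 vesicles with 0.7% DMSO (high) | detection = cytometric PE anti-B7-1 and Alexa647 anti-CD8 signals after 1% paraformaldehyde fixation | incubation = binding step 1.5 h, 37 °C, antibody labelling 20 min, ice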
# b-catenin transl: beta-catenin nuclear translocation modulation | HeLa beta-catenin nuclear translocation, immunofluorescence imaging | nuclear translocation activity, % at 5 µM | 0.3% of 190,000 active | AID 1665;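 active = nuclear translocation activity above 50% at 5 µM, with a well cell count of 50 or more; inconclusive = wells under 50 cells across six images, flagged as toxic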;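 note: per-cell ratio of nuclear to cytoplasmic median beta-catenin stain intensity; plate controls were DMSO negative control for no effect and GSK-3 inhibitor IX positive control for full effect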
#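 Signal – beta-catenin immunofluorescence imaging with DAPI · Test system – human HeLa cell line · Dosing – 5 µM primary single dose, 0.1% DMSO, 0.02–20 µM confirmation series · Measure – % activation, nuclear-to-cytoplasmic median beta-catenin signal ratio per cell · Incubation – 24 h compound exposure at 37°C, 5% CO2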
# Insulin prom up: MIN6 insulin promoter up-regulation. 0.3% of 190,000 active. MIN6 insulin promoter-GFP reporter, high-content imaging; active compounds read high. z-score at 5 µM. AID 1625;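 active = z-score above 3 at 5 µM with at least 500 cells counted in the well; inconclusive = wells under 500 cells, flagged as cytotoxic or low count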
# Dynein cargo inh: blocks dynein driven cargo transport along microtubules. z-score, hits read low. 3617.4 mouse cells, GR-EGFP nuclear translocation imaging; test concentration mostly 20 µM; stimulated with dexamethasone, 1 µM; active compounds read low. 0.47% of 220,000 active;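 active = plate z-score of nuclear minus cytoplasmic receptor signal below a set negative limit, without overly bright fluorescence or cell loss, cut at about -3.5 in these data, passing the limit was not always enough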;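 note: z-score of nuclear minus cytoplasmic ring GR-EGFP intensity difference per well; some compounds called inactive have numbers as strong as hits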
#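 Buffer or medium: tet-free, stripped-serum medium; reagent: dexamethasone at 1.0 µM final, 30 min; incubation: 48 h induction, 1 h compound, 30 min dex at 37 °C; measured by: formaldehyde fixation, Hoechst nuclear stain, 10x automated fluorescence imaging; read-out: nuclear-to-cytoplasmic GR-EGFP distribution per well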
# MT stabilizer: microtubule stabilization, imaging screen; HeLa tubulin immunostaining HCS, 24 h; share of cells brighter than vehicle mean+2SD; % tubulin-high responders, % at 10 µM; 0.83% of 200,000 active; AID 2205;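 active = plate Z-score above 3 for both tubulin-high and condensed-nucleus cell shares, with cell loss under 80%, at 10 µM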;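 note: anti alpha tubulin signal scored within the nucleus-defined area of each cell; some results filed as inactive read as strong as hits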
# ER stress rescue: protection against thapsigargin-triggered cell killing – 384-well, CSM14.1, ATP luminescence, primary screen (AID 1222); CSM14.1 thapsigargin-induced death rescue, ATP luminescence; higher % means a stronger effect; cellular ATP content (survival), % at 20 µM; hits with a dose series show EC50 in µM; 190,000 tested, under 10 active;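 active = EC50 below 50 µM in the dose-response confirmation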;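 note: death triggered by thapsigargin at about 15 µM added after 2 h compound pretreatment; cell ATP read after overnight thapsigargin exposure of roughly 18 to 22 hours; normalized against plate controls of thapsigargin alone and 5% DMSO vehicle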
# Hep lipid drop: hepatic lipid droplet formation modulation; inhibition, % at 6.5 µM; 0.4% of 240,000 active; AID 1656; AML12 mouse hepatocytes, oleate lipid droplets, BODIPY imaging;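 active = lipid droplet intensity inhibited by at least 50%, with more than 500 cells counted; inconclusive = wells with under 300 cells, treated as cytotoxic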
#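 Assay system: AML12 mouse liver cells | Compound: 6.5 µM single-point dosing | Schedule: Overnight exposure | Technique: Fluorescence imaging, 20x objective, two fields per well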
# Autophagy mod: autophagy modulation, high-content screen | MEF GFP-LC3 puncta imaging; test concentration mostly 10 µM | calls only at 10 µM (by protocol) | 0.98% of 190,000 active;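 active = percentage of spot-positive cells more than 3 SD above its plate mean, without a fluorescence outlier flag or 80% toxicity; inconclusive = no clear call, values can overlap the other calls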;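 note: spot-positive cell cutoff set from DMSO-treated cells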
# PhoP inhibition: inhibitors of PhoP regulon expression, primary screen, Salmonella Typhimurium, GFP reporter (AID 1863). 0.16% of 300,000 active. S. Typhimurium PhoP-regulated promoter GFP reporter, 4 h; higher % means a stronger effect. inhibition, % at 50 µM, or IC50 in µM where a hit was titrated;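 active = inhibition over 29.93%, a cutoff 3 SD above the screen mean, later confirmed by dose response; inconclusive = inhibition over 29.93% but no dose response follow-up; inactive = inhibition at most 29.93% or unconfirmed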;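 note: 0% = low Mg2+ inducing control and 100% = high Mg2+ repressing control; strong numbers were not always called active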
# Dynein cargo inh cytoplasmic EGFP: second read-out of Dynein cargo inh, no call of its own (marks repeat the call); z-score; measured here: cytoplasmic GR-EGFP intensity; active compounds read high
# Dynein cargo inh nuclear GR-EGFP: further read-out of Dynein cargo inh, marked with its call; z-score; measured here: nuclear GR-EGFP intensity;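 lower value marks the stronger effect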
# Dynein cargo inh cell count: recorded beside Dynein cargo inh, whose call it bears; z-score; measured here: cell count per field
# Insulin prom up cell count: recorded beside Insulin prom up, whose call it bears; cell count; measured here: cytotoxicity, nuclei count;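 total cells summed across four imaged fields per well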
# Hep lipid drop cells 6.5 µM: recorded beside Hep lipid drop, whose call it bears; cell count; measured here: cell count, cytotoxicity flag;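 cells counted across two imaged fields per well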
# b-catenin transl cell count 5 µM: second read-out of b-catenin transl, no call of its own (marks repeat the call); cell count; measured here: cell count, cytotoxicity flag
# T cell HTS vesicle-bound %: recorded beside T cell HTS, whose call it bears; double positive events, %; measured here: CD8+ vesicle-bound cell fraction;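 binding gate set so that unloaded-vesicle control wells show 10% double positive cells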
# MT stabilizer Hoechst-high %: second read-out of MT stabilizer, no call of its own (marks repeat the call); % Hoechst-high responders; measured here: nuclear condensation Hoechst responders;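 share of cells brighter than vehicle mean plus two SD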
# MT stabilizer cytotoxicity %: second read-out of MT stabilizer, no call of its own (marks repeat the call); toxicity, %; measured here: cytotoxicity by cell density;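 0% = mean cell density of plate MIN control wells and 100% = no cells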
# Autophagy mod cell loss 18 h: second read-out of Autophagy mod, no call of its own (marks repeat the call); toxicity, %; measured here: cell loss, nuclei count;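 cell loss after 18 h compound exposure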
# * = called active by the depositor; i = inactive; ? = inconclusive; nt = not tested or not shown.
SMILES,T cell HTS,T cell HTS vesicle-bound %,b-catenin transl,b-catenin transl cell count 5 µM,Insulin prom up,Insulin prom up cell count,Dynein cargo inh,Dynein cargo inh cytoplasmic EGFP,Dynein cargo inh nuclear GR-EGFP,Dynein cargo inh cell count,MT stabilizer,MT stabilizer Hoechst-high %,MT stabilizer cytotoxicity %,ER stress rescue,Hep lipid drop,Hep lipid drop cells 6.5 µM,Autophagy mod,Autophagy mod cell loss 18 h,PhoP inhibition
Cc1cccn2c(=O)c3cc(C(=O)N4c5ccccc5CC4C)n(C)c3nc12 (stereo unspecified),i,44,6.8,1304,0.7,1240,0.92,-0.22,0.39,-0.67,24,11,68,-0.8%,nt,nt,i,33,16%
CCOC(=O)C(CCCCCOc1ccc([N+](=O)[O-])cc1)C(=O)OCC,i,56,-1.2,1397,0.1,1625,0.71,-0.22,0.93,0.49,2.6,2.2,4.7,1.7%,nt,nt,i,-18,-2%
Cc1oc(-c2ccccc2F)nc1CN1CCC(C(=O)NCc2ccco2)CC1,i,32,2.3,1445,1,1400,0.83,-0.17,0.47,-1.7,5.7,1.7,4.1,-0.9%,nt,nt,i,-3,-11%
CSC(=NC#N)N1CCN(c2ccccn2)CC1,i,59,-0.5,1490,0.31,1476,0.11,-0.088,0.21,0.23,2.2,1.0,5.8,0.8%,-43,709,i,18,-4%
N#Cc1ccccc1NC(=O)Nc1cccs1,i,24,-1.1,1393,-0.94,1564,0.079,-0.18,0.37,-0.88,1.3,1.7,8.4,-1.4%,nt,nt,i,4,7%
CN(C[C@H](c1ccccc1)N(C[C@H](Cc1ccccc1)N(CCc1ccccc1)N=O)N=O)N=O,nt,nt,-1.7,1164,-1.7,1461,-0.12,-0.26,0.21,-0.087,2.9,1.9,15,-0.2%,-27,704,i,-2,-10%
Cn1ccc(-c2ccccc2)c(C#N)c1=O,i,34,-0.1,1024,0.14,1191,-1.7,-0.31,-0.85,1.4,2.9,1.7,0.0,nt,-4,705,i,0,0%
CC(C)c1nnc(NC(=O)CCCCCN2C(=O)C3C4C=CC(C4)C3C2=O)s1 (stereo unspecified),i,44,nt,nt,0.09,765,0.18,-0.2,0.4,-0.012,8.3,3.7,6.8,0.6%,nt,nt,i,11,-8%
NC(=O)COc1ccc(C2c3c(oc4ccccc4c3=O)C(=O)N2CC2CCCO2)cc1 (stereo unspecified),i,52,-1.4,1242,0.41,1407,-0.48,-0.18,-0.38,1.2,1.8,1.0,6.7,-2.9%,5,786,i,1,-5%
Cc1ccc2[nH]c(=O)c(C(c3nnnn3CCc3ccccc3)N3CCOCC3)cc2c1 (stereo unspecified),i,40,0.5,1089,0.08,1272,2.1,0.98,2.4,-2.3,2.4,0.0,71,nt,-2,650,i,0,-9%
O=C(NCC1CCCO1)C1CCN(S(=O)(=O)c2cccc3cccnc23)CC1 (stereo unspecified),i,37,-0.2,1096,nt,nt,0.24,-0.26,0.44,0.41,5.5,1.5,6.7,nt,-4,556,nt,nt,4%
O=C(NCC(c1ccc(F)cc1)N1CCOCC1)c1ccc(Br)o1 (stereo unspecified),i,19,-0.8,1168,0.21,1331,0.95,0.22,1.4,-0.59,2.6,4.0,10,1.5%,nt,nt,i,9,3%
O=C1CCC(=O)N1CCCCCc1nc(-c2ccccc2)no1,i,4,nt,nt,-0.28,1263,-0.086,-0.22,0.059,0.032,3.0,2.4,7.0,nt,-11,643,i,-5,0%
CN(Cc1ccccc1)S(=O)(=O)c1cccc2cccnc12,i,25,nt,nt,nt,nt,2,-0.063,1.1,-0.24,3.4,1.7,8.2,-0.3%,9,797,i,0,11%
Cc1ccc(N/N=C(/Sc2nnnn2-c2ccccc2)C(=O)c2ccccc2)cc1,i,17,nt,nt,-0.47,1334,-0.57,-0.16,-0.36,0.45,1.2,4.3,5.5,-1.4%,2,678,i,7,-11%
CCOC(=O)C/C(N)=N/NC(=O)c1ccc(Cl)cc1Cl,i,55,0.4,1101,-0.3,1211,-0.39,-0.37,-0.22,0.11,1.5,3.6,6.2,-0.8%,25,675,i,-1,2%
CC1CCCN(c2nc3ccsc3c(=O)s2)C1 (stereo unspecified),i,42,nt,nt,0.12,1158,0.0075,-0.13,0.24,-0.3,7.0,3.5,4.8,nt,-24,683,i,6,-1%
Cc1ccc(P(C)(=O)c2ccc(C)cc2)cc1,i,41,2.2,1039,0.43,849,4.6,-0.17,2.2,-2,4.0,1.3,1.2,1.0%,2,764,i,-4,-7%
FC(F)(F)c1cc(C(F)(F)F)c2ccc(N/N=C/c3cccc(Cl)c3)nc2n1,nt,nt,-1.9,1316,-0.65,1523,0.12,3.2,0.59,-0.47,0.6,1.2,9.7,-0.8%,nt,nt,i,0,?
CC1=CC2=NC(=O)/C(=C\c3cccn3CCOc3cccc(C)c3)C(=N)N2O1,i,33,2.6,1089,-0.56,1466,-0.54,-0.29,-0.56,1.1,1.8,1.6,2.9,0.7%,-16,632,i,29,2%
Cc1cc(=O)[nH]c(N/N=C/c2ccc(OC(=O)c3cccnc3)cc2)n1,i,45,-1.6,1111,0.42,1617,0.35,-0.24,-0.079,0.76,4.9,1.7,1.9,1.1%,21,690,i,10,-5%
Cc1ccc(NC(=S)N2CCC(c3ccc(C)cc3)C2)cc1 (stereo unspecified),i,27,-0.8,1105,0.05,1185,-0.85,-0.3,-0.31,0.99,3.4,2.9,0.6,-6.6%,3,683,i,4,-7%
CC(C)(C)NC(=O)Cn1nnc(-c2cccs2)n1,i,45,-1.2,1041,0.67,1835,-0.25,-0.18,-0.42,0.94,3.2,2.6,3.1,-2.1%,5,636,i,3,-11%
CCCCC(=O)Nc1cccc(C(C)O)c1 (stereo unspecified),i,30,-6.2,1072,0.01,1599,0.1,-0.21,-0.068,-0.048,3.2,2.6,3.8,0.7%,0,701,i,-8,2%
O=C1N/C(=C/c2cccs2)C(=O)N1Cc1ccc(F)cc1,i,11,0.2,1511,-0.12,1460,0.54,-0.27,1,-1.3,3.1,1.9,1.6,-0.3%,2,674,i,-9,1%
# Continuation.
SMILES,T cell HTS,T cell HTS vesicle-bound %,b-catenin transl,b-catenin transl cell count 5 µM,Insulin prom up,Insulin prom up cell count,Dynein cargo inh,Dynein cargo inh cytoplasmic EGFP,Dynein cargo inh nuclear GR-EGFP,Dynein cargo inh cell count,MT stabilizer,MT stabilizer Hoechst-high %,MT stabilizer cytotoxicity %,ER stress rescue,Hep lipid drop,Hep lipid drop cells 6.5 µM,Autophagy mod,Autophagy mod cell loss 18 h,PhoP inhibition
CC(C)c1ccc(C2CC(c3ccc(Br)cc3)=NN2C(N)=S)cc1 (stereo unspecified),i,40,nt,nt,0.1,1250,0.33,-0.077,-0.14,-0.8,2.6,3.8,13,-3.1%,-3,726,i,0,2%
CC1(C)CC(=O)CC(=O)/C1=N\Nc1c(Cl)cc(Cl)cc1Cl,i,46,0.9,1043,-0.07,1562,0.59,0.24,0.62,-1.2,8.2,2.2,12,3.3%,1,652,i,-9,3%
Cc1nnc(NC(=O)CSc2nnc(Cc3cccn3C)n2-c2cccc(C(F)(F)F)c2)s1,i,20,-0.5,980,0.93,1652,0.53,-0.16,0.43,0.19,5.3,2.0,9.7,-2.9%,-1,679,i,-5,8%
CCC(=O)N/N=C(\C)CC(=O)Nc1ccc2c(c1)OCCO2,i,24,-1.5,1141,0.94,1689,0.34,-0.28,0.39,-0.65,2.4,3.1,4.8,-0.1%,10,723,i,26,1%
Cc1cc(=O)oc2cc(NC(=S)NCc3ccccn3)ccc12,i,6,-6.5,1119,-0.37,1553,0.4,-0.19,0.2,0.72,2.2,2.2,12,0.5%,17,664,i,4,-5%
COC(=O)c1cccc(S(=O)(=O)N2CCC(n3nnc4cc(F)ccc43)CC2)c1,i,4,0.6,1146,1.1,1227,-0.35,-0.16,-0.018,0.95,2.3,1.1,5.2,-0.7%,-3,707,i,-9,13%
O=C(Cn1cncn1)NCc1cccc(C(F)(F)F)c1,i,7,-1.2,1075,0.02,1622,-0.72,-0.33,-0.45,0.94,6.6,1.6,8.4,0.4%,17,674,i,-10,-2%
COC(=O)[C@H](C)NC(=O)Nc1ccc(Oc2ccccc2)cc1,i,3,-4.2,999,0.52,1310,-0.23,-0.16,0.19,-0.53,5.8,2.7,9.6,0.0%,nt,nt,i,-12,-1%
Cc1ccc(C(=O)NNC(=O)CNc2cccc(Cl)c2)cc1,i,44,-2.4,1027,-0.01,1622,-0.32,-0.3,0.17,0.59,3.7,1.0,9.4,-2.0%,-2,739,i,-19,nt
COc1ccc2nc(C)cc(SCC(=O)N/N=C/c3ccc(O)cc3O)c2c1,i,41,7.5,615,-0.71,926,1.2,-0.25,0.27,-0.11,6.0,0.4,13,-1.7%,23,657,i,25,22%
